D2 antag: D2 dopamine receptor (human) antagonism; HEK293 TREx D2 cells, calcium flux, dopamine EC80; P14416; hit rate 2% among 340,000; inhibition, % at 10 µM; in the data active = inhibition above about 30%; also: 0% is about no effect
Target sequence (P14416 whole entry, looked up): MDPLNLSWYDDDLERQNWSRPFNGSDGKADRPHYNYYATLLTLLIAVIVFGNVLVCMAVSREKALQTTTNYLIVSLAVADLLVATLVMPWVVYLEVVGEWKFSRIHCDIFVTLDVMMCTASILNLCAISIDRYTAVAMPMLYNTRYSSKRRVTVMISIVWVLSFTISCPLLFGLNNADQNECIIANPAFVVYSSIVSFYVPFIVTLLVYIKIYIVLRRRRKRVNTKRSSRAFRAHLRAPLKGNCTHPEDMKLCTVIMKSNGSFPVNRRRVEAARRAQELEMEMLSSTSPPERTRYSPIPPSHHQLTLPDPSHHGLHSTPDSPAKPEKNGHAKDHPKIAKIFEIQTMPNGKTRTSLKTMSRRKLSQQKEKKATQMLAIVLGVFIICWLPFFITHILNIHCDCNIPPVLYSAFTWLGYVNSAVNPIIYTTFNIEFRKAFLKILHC
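Measurement of antagonist activity uses fluorescent calcium dye in inducible HEK293 T-REx D2 cells: 10 s baseline, compound addition with 180 s read, EC80 dopamine addition with a further 180 s read.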
Pin1 inhibitor: human Pin1 inhibition. hit rate 0.009% among 390,000. Potency, µM (doses to about 115 µM), for inactives: at the highest dose activity, negative = inhibition, most hits filed as inhibitors. AID 504891. Pin1 FP peptide displacement, HiFluor488, 10 min. Q13526; active = well fitted inhibition curve with a large enough effect in the polarisation, with a control signal flat, not every such curve was filed as active; inconclusive = small, poorly fitted or top-dose-only effect, or effect the other way, or a change in a side signal; inactive = no such curve, though single readings can be large or run the other way; the % refers to the polarisation; also: potency is read from the fitted curve at half-maximal effect; % is scaled to controls: 0 for no effect and ±100 for the full control effect
Target sequence (Q13526 whole entry, looked up): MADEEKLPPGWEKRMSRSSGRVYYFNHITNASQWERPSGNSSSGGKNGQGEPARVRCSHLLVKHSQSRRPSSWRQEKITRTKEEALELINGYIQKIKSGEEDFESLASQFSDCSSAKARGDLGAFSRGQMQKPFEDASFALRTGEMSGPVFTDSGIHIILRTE
USP1-UAF1 inh: blocks the human USP1/UAF1 deubiquitinase complex. Potency, µM (series often up to 57.1 µM), without a hit: top-dose activity change, negative = inhibition, actives largely listed as inhibitors. hit rate 0.23% among 390,000. recombinant USP1/UAF1, Ub-Rhodamine cleavage fluorescence. AID 743255; also: potency is read from the fitted curve at half-maximal effect; % is scaled to controls: 0 for no effect and ±100 for the full control effect; nearly all actives have a fitted effect of over 60% in size; inactives centre near -12
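In this screen, compounds sit with the deubiquitinase complex (1nM) for 15 min at room temperature before Ub-Rho is added at 150nM final. Fluorescence rise is then followed for 6 reads every 60 seconds.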
D2 ag: D2 dopamine receptor (human) agonism; hit rate 0.53% among 340,000; activation, % at 2 µM; HEK293 T-REx D2 cells, calcium flux agonist mode; P14416;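 active = activation over 3 SD above normal in the single-dose calcium agonist read, cut at about 30% in these data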; also: 0% is about no effect
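HEK293 Trex D2 cells, tetracycline-induced, o/n 30 C 5% CO2; no-wash Ca dye, RT 30–90 min; 10-cycle baseline, 23 nl cpd added, kinetic Ca read 180 s; agonist hits = positive Ca response.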
mIDH1 inhibitor: blocks human mutant IDH1 R132H enzyme. hit rate 0.093% among 390,000. IDH1-R132H enzyme, NADPH consumption, diaphorase/resazurin fluorescence. O75874. Potency, µM (highest dose often 76.6 µM), inactives show top-dose activity change, negative = inhibition, most hits filed as inhibitors. AID 602179; also: potency is read from the fitted curve at half-maximal effect; % is scaled to controls: 0 for no effect and ±100 for the full control effect; nearly all actives have a fitted effect of over 65% in size
Target sequence (O75874 whole entry R132H, stated change not applied): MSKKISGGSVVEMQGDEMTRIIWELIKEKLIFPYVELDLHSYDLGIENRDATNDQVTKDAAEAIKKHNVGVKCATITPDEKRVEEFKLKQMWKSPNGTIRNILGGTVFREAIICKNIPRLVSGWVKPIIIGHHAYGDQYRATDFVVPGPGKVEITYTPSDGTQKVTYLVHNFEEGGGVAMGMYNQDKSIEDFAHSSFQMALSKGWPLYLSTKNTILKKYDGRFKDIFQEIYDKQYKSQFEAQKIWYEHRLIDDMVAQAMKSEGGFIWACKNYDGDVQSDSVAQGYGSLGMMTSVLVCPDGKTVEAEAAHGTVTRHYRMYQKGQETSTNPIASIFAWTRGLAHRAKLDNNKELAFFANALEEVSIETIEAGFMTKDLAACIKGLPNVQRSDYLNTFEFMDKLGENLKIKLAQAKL
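IDH1-R132H (0.5 ug/mL dispensed) in pH 7.5 Tris buffer was preincubated 30 min with compound, then given a substrate mix of 0.016 mM NADPH and 2 mM alpha-KG for 80 min at room temperature; remaining NADPH was read by diaphorase/resazurin fluorescence.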
TRHR ag: TRH receptor (human) agonism | P34981 | TRHR cells, calcium flux fluo-8, FDSS agonist mode | activation, % at 2 µM | hit rate 0.18% among 360,000; in the data active = activation above about 30%; also: 0% is about no effect
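Agonist-mode FDSS calcium read (Ex 480/Em 530, 1 s cycles) in 1536-well TRHR cells with fluo-8 dye, after 10-cycle baseline and 23 nL compound addition; TRH at EC20 (10 nM final) added afterwards for the enhancer phase.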
TrxR1 substrate: rat thioredoxin reductase 1 substrate activity | O89049 | purified TrxR1 substrate turnover, NADPH consumption readout | hit rate 0.01% among 390,000 | Potency, µM (top dose mostly 114 µM), without a hit: at the highest dose activity change, negative = substrate turnover; also: potency is read from the fitted curve at half-maximal effect; % is scaled to controls: 0 for no effect and ±100 for the full control effect; nearly all actives have a fitted effect of over 50% in size
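Rat TrxR1, dispensed at 90 nM, was prereduced with 400 uM NADPH (final) for 5 min at ~22 deg C, then incubated with compound 15 min before 400 uM selenite. A first-read NADPH fluorescence drop versus no-compound background flagged substrates.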
rTrxR1 inhibitor: rat TrxR1 inhibition; O89049; recombinant rTrxR1, NADPH fluorescence consumption, selenite substrate; Potency, µM (highest dose often 114 µM), without a hit: at the highest dose activity change, negative = inhibition, actives largely listed as inhibitors; hit rate 1% among 390,000; AID 588453; also: potency is read from the fitted curve at half-maximal effect; % is scaled to controls: 0 for no effect and ±100 for the full control effect; nearly all actives have a fitted effect of over 65% in size
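Rat TrxR1 (90 nM in the dispensed reagent) was pre-reduced with 400 uM NADPH for 5 min at room temperature, then incubated with compound for 15 min. After 400 uM selenite was added, NADPH fluorescence (Ex 340/Em 450 nm) was followed for 8 min.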
TRHR PAM: allosteric enhancers of human TRH receptor; TRHR cells, fluo-8 calcium fluorescence, EC20 TRH enhancement; AID 493056; hit rate 0.66% among 360,000; enhancement, % at 2 µM; P34981; in the data active = enhancement above about 30%; also: 0% is about no effect
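TRHR-expressing cells loaded with fluo-8 calcium dye were read kinetically (ex 480/em 530) during compound addition, then stimulated with an EC20 of TRH (10 nM final). Enhancement of the Gq-mediated intracellular calcium response was scored.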
Numbers without * were called inactive; u = inconclusive; x = no result given; & = joins results of further samples; [ ] = dose if it differs, or a comment. Unless noted, calls follow the shape of the dose curve; as a rule, active = well fitted inhibition curve with a large enough effect; inconclusive = small, poorly fitted or top-dose-only effect; inactive = no such curve, though single readings can be large or run the other way. Only part of the results is shown (hit frequency here may not be typical).

SMILES | D2 antag | Pin1 inhibitor | USP1-UAF1 inh | D2 ag | mIDH1 inhibitor | TRHR ag | TrxR1 substrate | rTrxR1 inhibitor | TRHR PAM
COC(=O)c1c(NC(=O)CC2Nc3ccccc3NC2=O)sc(C)c1C (stereo not given) | x | u | 13% | x | -1% | x | -12% | -10% | x
COCCCN1C(=O)C(O)=C(C(=O)c2ccco2)C1c1ccc(Br)cc1 (stereo not given) | -7 | -6% | -9% | 0.2 | 18% | 0.6 | -11% | -14% | -4
COc1ccc(NC(=O)CC2C(=O)N(c3ccc(C)cc3)C(=O)N2CCc2ccccc2)cc1 (stereo not given) | x | -7% | -22% | -0.5 | 31% | -0.8 | -7% | 15% | 4
COc1ccc(N2C(=O)[C@@H]3[C@H](C2=O)[C@H]2c4ccccc4C=CN2[C@@H]3C(C)=O)cc1 | -21 | u | 16µM* | 0.6 | -1% | 0.9 | -12% | -28% | -8
COc1cc2c(cc1OC)C(c1ccccc1)CC2=O (stereo not given) | 13 | 0% | 1% | 2.2 | 1% | -0.4 | 1% | 18% | -2
CCOc1ccc(N(C)S(=O)(=O)c2cc(-c3cc(C)no3)ccc2OC)cc1 | 4 | u | -24%&-9% | 0.4&0.3 | -4%&-9% | 0.5&1.3 | -7% | 21% | -4&-8
Cc1cccc(NC2=NCC(=O)N2CCc2ccccc2)c1 | 37* | 0% | -16% | 1.6 | 8% | 0.8 | -9% | -9% | -9
CC(=O)N1CCOc2ccc(S(=O)(=O)N3CCC(C(=O)NCc4ccc(C)cc4)CC3)cc21 | 2 | -7% | -12% | -1.1 | -2% | 0.0 | -2% | 15% | 3
CCOC(=O)c1c(S(=O)(=O)N2CCCC(C(=O)N3CCN(c4cccc(C)c4C)CC3)C2)c(C)n(C)c1C (stereo not given) | x | 5% | -6% | 0.9 | -14% | -0.5 | -7%[57.1 µM] | 0%[57.1 µM] | 1
Cn1nccc1C(=O)NC(=S)Nc1sc2c(c1C#N)CCCCC2 | -8 | 27% | 4% | 0.8 | 3% | 0.3 | -2%[57.1 µM] | -19%[57.1 µM] | -1
CCOc1ccc(-c2cn(S(=O)(=O)c3cccc4nsnc34)nc2N)cc1 | -7 | 1% | -14% | 0.8 | 6% | -0.4 | -6%[57.1 µM] | 11%[57.1 µM] | -10
CCc1cccc(C)c1NC(=O)Cn1nc(C)c2nn(-c3ccc(Cl)cc3)c(C)c2c1=O | x | 10% | -24% | -0.4 | 12% | -0.3 | -4%[57.1 µM] | -2%[57.1 µM] | -3
COC(=O)C1C(c2ccc(OC)cc2)NC(=O)NC1(O)C(F)(F)Cl (stereo not given) | -16 | -4% | -16% | 1.8 | 2% | 0.3 | 0% | 9% | 5
CC(C)Cn1c(N)c(C(=O)CSc2nc3ccccc3n2C)c(=O)n(C)c1=O | 27 | 14% | -19% | -1.7 | -5% | 1.3 | 2% | 5% | 2
COc1ccccc1-n1cc2ccc([N+](=O)[O-])cc2n1 | x | -12% | 1% | x | 1% | x | -11% | 0% | x
CCOC(=O)C1CCCCN1Cc1cc(Cl)ccc1O (stereo not given) | -13 | 2% | -13% | 0.1 | 4% | 1.0 | 0% | 13% | 3
COC(=O)c1cc2c(cc1NC(=O)c1cnn(-c3ccc(C)cc3)c1-n1cccc1)OCO2 | x | 0% | 22% | 0.7 | -15% | 0.4 | 0% | 24% | 1
CCOc1ccc(NC(=O)c2cccc(NC(C)=O)c2)cc1S(=O)(=O)N1CCCC1 | -12 | 4% | -20% | 0.1 | 1% | -0.2 | 2% | 13% | 11
CC(C)c1cc(NCc2ccccn2)n2c(nc3ccccc32)c1C#N | 1 | u | u | -0.4 | -3% | 0.0 | 43%[activator][57.1 µM] | 30%[57.1 µM] | -2
Clc1ccc2[nH]c(-c3ccccc3)cc2c1 | 0 | 0% | -8% | -0.1 | 7% | 0.4 | 19%[57.1 µM] | 26%[57.1 µM] | -5
CS(=O)(=O)N1CCN(c2ccccc2F)CC1 | 6 | 0% | -14% | 0.3 | 9% | -0.6 | 12%[57.1 µM] | -2%[57.1 µM] | 2
NS(=O)(=O)c1ccc(N2CCN(C(=O)C3COc4ccccc4O3)CC2)nc1 (stereo not given) | 35* | -7% | 1% | -0.8 | -3% | 0.4 | 8% | 4% | -15
CCCCNC(=S)N(C)N=C1CCC(c2ccccc2)CC1 (stereo not given) | -17 | u | -13% | 19 | -7% | 0.1 | -9% | 9% | 6
COC(=O)C1CCN(C(=O)CN2C(=O)NC(CC(C)C)C2=O)CC1 (stereo not given) | x | 3% | -7% | x | 1% | x | 8% | 27% | x
CCC(C)NC(=O)CO/N=C/c1ccccc1OC(F)F (stereo not given) | -8 | u | 0% | -0.8 | 6% | -0.2 | 14%[57.1 µM] | -6% | 7
CC1(C)CC(NC(=O)c2cc(S(=O)(=O)N3CCOCC3)ccc2Cl)CC(C)(C)N1 | x | -2% | -2% | x | -4% | x | -3% | -5% | x
O=C(O)c1ccc(COc2ccccc2/C=C2\NC(=O)N(Cc3ccc(F)cc3)C2=O)cc1 | 1 | -9% | 0% | -2.9 | 13% | -0.5 | 9%[57.1 µM] | 20%[11.4 µM] | -6
O=C(O)CCN1C(=O)c2ccc(NC(=O)c3ccco3)cc2C1=O | -11 | 1% | -21% | -0.6 | 3% | -0.1 | 12% | 19% | -3
Cc1ccc(/C=C/c2nnc(-c3cccc(C)c3)o2)cc1 | 19 | 6% | u | 1.1 | 2% | 0.3 | 16% | 19% | 5
COc1ccc(NC(=O)c2cc(C3CC3)nc3c2c(C)nn3-c2ccccc2)cc1OC | x | -1% | 5% | 0.1 | -2% | 0.4 | 3% | 12% | 12
Cc1n(CC(O)COCc2ccccc2)c2ccccc2[n+]1C (stereo not given) | 10 | -1% | -16% | -0.2 | 3% | -0.6 | -7% | 4% | 5
S=C(c1ccccc1)N1CCN(c2ccccc2)CC1 | x | -3% | -19% | x | 9% | x | 11%[57.1 µM] | 13%[57.1 µM] | x
Cc1cccc(C(C)C)c1NC(=O)COC(=O)c1cccc(S(=O)(=O)N2CCc3ccccc3C2)c1 | 0 | -1% | -14% | 0.6 | -2% | -0.1 | 1%[57.1 µM] | -4%[57.1 µM] | 6
OCCN(CCO)CC(O)COc1ccc(Br)cc1 (stereo not given) | -10 | -8%&-1% | -25%&-4% | 0.4 | -1%&4% | 0.7&0.2 | 4%&5% | 27%&32% | 1&-3
O=C(CCC(=O)OCC(=O)c1ccc([N+](=O)[O-])cc1)Nc1ccccc1Cl | -1 | -2% | -22% | -0.4 | 0% | 5.6 | -3% | -5% | -8
CC1CC(C)CN(S(=O)(=O)c2ccccc2[N+](=O)[O-])C1 (stereo not given) | 0 | -1% | -15% | -0.8 | 12% | -0.2 | -2% | -8% | -8
Clc1ccccc1Cc1noc(CN2CCCCC2CCc2ccccn2)n1 (stereo not given) | -23 | -2% | -15% | 0.6 | 10% | -0.3 | -2% | 13% | -3
Nc1c(C(=O)c2cccs2)sc2nsc(SCCN3CCCCC3)c12 | -11 | u | u | 52* | -2% | 100* | -3%[57.1 µM] | -3%[57.1 µM] | 13
Cc1ccc(C(=O)O/N=C/c2c(C)nn(C)c2Cl)cc1 | 22 | -1% | -13% | 0.8 | -3% | -0.5 | -3% | 3% | -3
O=C(O)C1CCCN1c1ncnc2c1oc1ccccc12 (stereo not given) | -18 | -4% | -2% | 1.5 | 1% | -0.3 | -3%[57.1 µM] | 9% | 1

Entries listed so far marked active in TRHR ag.
Structure | D2 antag | Pin1 inhibitor | USP1-UAF1 inh | mIDH1 inhibitor | TRHR ag | TrxR1 substrate | rTrxR1 inhibitor | TRHR PAM
Nc1c(C(=O)c2cccs2)sc2nsc(SCCN3CCCCC3)c12 | -11 | u | u | -2% | 100* | -3%[57.1 µM] | -3%[57.1 µM] | 13

(list continues)
SMILES | D2 antag | Pin1 inhibitor | USP1-UAF1 inh | D2 ag | mIDH1 inhibitor | TRHR ag | TrxR1 substrate | rTrxR1 inhibitor | TRHR PAM
Cc1ccc(/C=N/n2c(-c3ccncc3)n[nH]c2=S)cc1 | -6 | 3% | 2% | 14 | -6% | -1.2 | -8% | -20% | 1
Cc1noc(C)c1C(=O)Nc1sc2c(c1C(N)=O)CCC2 | x | -3% | -11% | x | 3% | -0.4 | 39%[activator] | 20% | 1
Cn1c(=O)c2c(nc(N/N=C/c3cccnc3)n2Cc2ccccc2)n(C)c1=O | 9 | u | -29% | 0.5 | -10% | -0.5 | -10% | -2% | -4
COc1ccc(OC)c(-c2cc(C(=O)Nc3cccc(Cl)c3C)no2)c1 | x | 26% | -11% | 0.2 | -11% | 0.6 | 32% | 44%[activator] | -14
Cc1c(C(=O)NN)[nH]c2ccc([N+](=O)[O-])cc12 | -1 | 3% | 1% | 0.8 | 2% | 0.9 | -4%[57.1 µM] | -15%[57.1 µM] | -1
CC1(c2ccc(Cl)cc2)NC(=O)N(CC(=O)N2CCc3ccccc32)C1=O (stereo not given) | x | u | -12% | x | -13% | x | -5% | 0% | x
Cc1cnc(C(=O)Nc2ccccc2-c2ccc(C)o2)cn1 | x | u | -12% | x | 4% | -1.3 | -14% | u | 21
Cc1coc2c1c(C)cc1oc(=O)c(CC(=O)NCC(=O)N[C@H](C(=O)O)C(C)C)c(C)c12 | 5 | 10% | -28% | -0.1 | 3% | 0.2 | 174%[activator] | 22%[57.1 µM] | 9
O=C(O)CC1(C(=O)O)CCCC1 | x | -4% | -1% | x | 2% | x | 13%[57.1 µM] | 27%[57.1 µM] | x

Just USP1-UAF1 inh and D2 ag, for some of the entries so far:
Compound | USP1-UAF1 inh | D2 ag
COc1ccc(OC)c(-c2cc(C(=O)Nc3cccc(Cl)c3C)no2)c1 | -11% | 0.2
Cc1c(C(=O)NN)[nH]c2ccc([N+](=O)[O-])cc12 | 1% | 0.8

Screening data: PubChem BioAssay, National Center for Advancing Translational Sciences (NCATS)
